USP1 inh – blocks the human USP1/UAF1 deubiquitinase complex; O94782; recombinant USP1/UAF1, Ub-Rhodamine cleavage fluorescence; Potency, µM (series often up to 57.1 µM), without a hit: top-dose activity change, negative = inhibition, hits mostly inhibitors; 0.23% of 390,000 active; also: potency is read from the fitted curve at half-maximal effect; % is scaled to controls: 0 for no effect and ±100 for the full control effect; nearly all actives have a fitted effect of over 60% in size; inactives centre near -12
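Step one: compound is pinned into 1nM USP1/UAF1 in HEPES pH 7.8 buffer with TCEP. Step two: 15 min room-temperature incubation. Step three: Ub-Rho (150nM final) starts cleavage, tracked by fluorescence over six one-minute reads.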
TrxR1 substrate – substrates of rat thioredoxin reductase 1; O89049; purified TrxR1 substrate turnover, NADPH consumption readout; Potency, µM (series often up to 114 µM), for inactives: top-dose activity change, negative = substrate turnover; 0.01% of 390,000 active; also: potency is read from the fitted curve at half-maximal effect; % is scaled to controls: 0 for no effect and ±100 for the full control effect; nearly all actives have a fitted effect of over 50% in size
Target sequence (O89049 whole entry, looked up): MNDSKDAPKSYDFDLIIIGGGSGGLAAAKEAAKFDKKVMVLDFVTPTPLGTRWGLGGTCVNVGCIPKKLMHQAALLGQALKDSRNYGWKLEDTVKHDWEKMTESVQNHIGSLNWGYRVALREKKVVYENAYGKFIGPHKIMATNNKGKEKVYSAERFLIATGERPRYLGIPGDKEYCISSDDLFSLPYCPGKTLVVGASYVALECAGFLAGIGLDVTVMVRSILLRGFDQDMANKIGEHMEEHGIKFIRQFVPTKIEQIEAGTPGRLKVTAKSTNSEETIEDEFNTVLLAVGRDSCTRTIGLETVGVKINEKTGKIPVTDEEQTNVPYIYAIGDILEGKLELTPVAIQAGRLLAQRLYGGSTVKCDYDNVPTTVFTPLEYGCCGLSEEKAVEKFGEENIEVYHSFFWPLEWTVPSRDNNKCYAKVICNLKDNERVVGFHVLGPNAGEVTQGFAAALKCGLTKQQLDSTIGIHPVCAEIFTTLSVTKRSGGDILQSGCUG
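Rat TrxR1, dispensed at 90 nM, was prereduced with 400 uM NADPH (final) for 5 min at ~22 deg C, then incubated with compound 15 min before 400 uM selenite. A first-read NADPH fluorescence drop versus no-compound background flagged substrates.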
TrxR1 inh – rat TrxR1 inhibition; O89049; recombinant rTrxR1, NADPH fluorescence consumption, selenite substrate; Potency, µM (series often up to 114 µM), for the others: at the highest dose activity change, negative = inhibition, actives largely listed as inhibitors; 1% of 390,000 active; AID 588453; also: potency is read from the fitted curve at half-maximal effect; % is scaled to controls: 0 for no effect and ±100 for the full control effect; nearly all actives have a fitted effect of over 65% in size
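Rat TrxR1 (90 nM in the dispensed reagent) was pre-reduced with 400 uM NADPH for 5 min at room temperature, then incubated with compound for 15 min. After 400 uM selenite was added, NADPH fluorescence (Ex 340/Em 450 nm) was followed for 8 min.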
D2 antag – antagonizes the human D2 dopamine receptor; AID 485344; 2% of 340,000 active; inhibition, % at 10 µM; P14416; HEK293 TREx D2 cells, calcium flux, dopamine EC80; in the data active = inhibition above about 30%; also: 0% is about no effect
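Dopamine at EC80 is the agonist stimulus; test compounds precede it by 180 s. Calcium flux read kinetically in a force-coupled, inducible HEK293 T-REx D2 cell line.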
mIDH1 inhibitor – blocks human mutant IDH1 R132H enzyme; O75874; IDH1-R132H enzyme, NADPH consumption, diaphorase/resazurin fluorescence; Potency, µM (highest dose often 76.6 µM), for inactives: at the highest dose activity change, negative = inhibition, hits mostly inhibitors; 0.093% of 390,000 active; AID 602179; also: potency is read from the fitted curve at half-maximal effect; % is scaled to controls: 0 for no effect and ±100 for the full control effect; nearly all actives have a fitted effect of over 65% in size
Target sequence (O75874 whole entry R132H, stated change not applied): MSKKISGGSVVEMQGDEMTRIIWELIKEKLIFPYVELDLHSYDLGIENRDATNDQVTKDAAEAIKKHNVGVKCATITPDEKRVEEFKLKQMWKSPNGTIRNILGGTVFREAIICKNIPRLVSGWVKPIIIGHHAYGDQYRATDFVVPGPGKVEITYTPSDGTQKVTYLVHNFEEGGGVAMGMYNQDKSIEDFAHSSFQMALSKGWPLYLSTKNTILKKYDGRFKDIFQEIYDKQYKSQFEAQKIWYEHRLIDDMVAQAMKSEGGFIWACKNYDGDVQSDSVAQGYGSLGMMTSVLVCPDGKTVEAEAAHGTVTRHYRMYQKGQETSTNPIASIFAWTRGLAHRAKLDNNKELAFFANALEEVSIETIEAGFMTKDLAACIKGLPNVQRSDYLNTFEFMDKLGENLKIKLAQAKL
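IDH1-R132H (0.5 ug/mL dispensed) in pH 7.5 Tris buffer was preincubated 30 min with compound, then given a substrate mix of 0.016 mM NADPH and 2 mM alpha-KG for 80 min at room temperature; remaining NADPH was read by diaphorase/resazurin fluorescence.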
TRHR agonist – agonists of human TRH receptor. TRHR cells, calcium flux fluo-8, FDSS agonist mode. activation, % at 2 µM. AID 493084. P34981. 0.18% of 360,000 active; in the data active = activation above about 30%; also: 0% is about no effect
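TRHR-expressing cells, plated overnight in medium with 10% serum, were loaded with fluo-8 calcium dye at room temperature. After a 10 s baseline, library compound was pin-added and calcium release was recorded kinetically (ex 480/em 530) as agonist response.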
D2 ag – activates the human D2 dopamine receptor. activation, % at 2 µM. P14416. HEK293 T-REx D2 cells, calcium flux agonist mode. 0.53% of 340,000 active;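 active = activation over 3 SD above normal in the single-dose calcium agonist read, cut at about 30% in these data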; also: 0% is about no effect
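In this primary screen, compounds producing a positive calcium signal within 180 s of addition to tetracycline-induced, force-coupled HEK293 Trex D2 cells are flagged; cells are dye-loaded with a no-wash calcium kit beforehand.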
TRHR PAM – allosteric enhancers of human TRH receptor | TRHR cells, fluo-8 calcium fluorescence, EC20 TRH enhancement | P34981 | enhancement, % at 2 µM | 0.66% of 360,000 active; in the data active = enhancement above about 30%; also: 0% is about no effect
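TRHR-expressing cells loaded with fluo-8 calcium dye were read kinetically (ex 480/em 530) during compound addition, then stimulated with an EC20 of TRH (10 nM final). Enhancement of the Gq-mediated intracellular calcium response was scored.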
PI4K2A inh – blocks human PI4K2A kinase activity. 0.13% of 420,000 active. AID 1346378. purified PI4K2A, ADP-Glo luminescence, 1 h; hits give low values. Q9BTU6. activity change, negative = inhibition, % at 76.9 µM; in the data active = activity change below about -50%; inconclusive = mostly about -30% to -49%;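 also: -100% = wells without enzyme as full effect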
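Compounds are screened against recombinant PI4K2A using PI as substrate and ATP, the latter dispensed at 300 microM. Reactions run one hour at ambient temperature before ADP-Glo detection; full inhibition defined by wells lacking enzyme.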
Active calls of the source: *; ? = inconclusive; . = no result given; [ ] = remark or other dose. Unless noted, calls follow the shape of the dose curve; as a rule, active = well fitted inhibition curve with a large enough effect; inconclusive = small, poorly fitted or top-dose-only effect; inactive = no such curve, though single readings can be large or run the other way. Not a hit list, and some 3.9% of all compounds hit somewhere here.

1	CC1CCN(c2ccc3c(c2)S(=O)(=O)c2cccc(C(=O)NC4CC4)c2C3=O)CC1
2	COC(=O)Cn1c(-c2ccc(OC)cc2)c(-c2ccc(OC)cc2)nnc1=O
3	Cc1ccc(-n2nc(C(=O)c3ccccc3)n3c(=O)cc(-c4ccccc4)nc23)cc1
4	CC(O)CN(Cc1cccc(Cl)c1)CC(C)O (configuration not stated)
5	COc1cccc(/C=C/c2onc(C)c2S(=O)(=O)N2CCC(C(=O)N3CCCCC3)CC2)c1
6	CCn1cc(C(=O)Nc2ccc(Cl)cc2Cl)cn1
7	CC(=O)Nc1ccc(NC(=O)CSc2nnnn2-c2ccc(F)cc2)cc1
8	COC(=O)c1ccc(C2c3c(oc4ccc(F)cc4c3=O)C(=O)N2CCO)cc1 (configuration not stated)
screen / no. | 1 | 2 | 3 | 4 | 5 | 6 | 7 | 8
PI4K2A inh | -1 | 1 | 0 | 5 | -4 | -3 | -4 | -7
D2 ag | . | 0.2 | -0.1 | 0.4 | 0.2 | . | -1.5 | 0.8
D2 antag | . | 10 | -10 | 16 | . | . | 10 | -8
USP1 inh | ? | 2% | -22% | -12% | ? | -20% | -15% | -11%
TRHR PAM | . | -1 | -2 | -14 | 9 | . | -2 | 23
mIDH1 inhibitor | 15% | -6% | 1% | 2% | 0% | 8% | 8% | -3%
TRHR agonist | . | -0.2 | -0.1 | 0.2 | 0.2 | . | -0.4 | 0.5
TrxR1 inh | 7%[57.1 µM] | -4% | -14% | 8% | -3%[57.1 µM] | -4% | -16%[57.1 µM] | 13%[57.1 µM]
TrxR1 substrate | -5%[57.1 µM] | -4% | -2% | 5% | -8%[57.1 µM] | -6% | -26%[57.1 µM] | -8%

9	Cc1ccc(C(=O)CSc2nnc(C(C)C)n2C)cc1C
10	Cc1ccc(S(=O)(=O)N(C)C)cc1NC(=O)COC(=O)C1COc2ccccc2O1 (configuration not stated)
11	CC(C)CC(=O)Nc1cc2nn(-c3ccccc3)nc2cc1Cl
12	CCC(C)N1C(=O)CCC1C(=O)O (configuration not stated)
13	O=C(O)c1cc2cccc(S(=O)(=O)N3CCOCC3)c2cc1O
14	COc1ccc(CC(=O)Nc2nnc(-c3cccc([N+](=O)[O-])c3)s2)cc1
15	O=C(CNCCc1ccc(F)cc1)Nc1cc(F)ccc1F
16	C=CCc1ccccc1OCCNCc1ccccc1
screen / no. | 9 | 10 | 11 | 12 | 13 | 14 | 15 | 16
PI4K2A inh | 1 | 0 | 3 | 6 | 1 | -1 | 4 | -2
D2 ag | -0.8 | 0.2 | -1.6 | 0.4 | 0.1 | 0.8 | 1.0 | 0.1
D2 antag | -6 | -14 | 16 | 10 | -6 | -10 | -4 | 69*
USP1 inh | -20% | -1% | -2% | -4% | -21% | 2% | -21% | -5%
TRHR PAM | 42* | -4 | -2 | 3 | 15 | -5 | 2 | 5
mIDH1 inhibitor | -1% | -8% | 1% | 1% | 2% | -13% | 4% | 8%
TRHR agonist | -0.7 | -1.1 | 0.4 | 0.0 | 1.2 | -0.4 | -0.6 | -0.3
TrxR1 inh | 15%[57.1 µM] | 9%[57.1 µM] | 28% | 12% | -8% | 23%[57.1 µM] | 28% | -5%[57.1 µM]
TrxR1 substrate | 10% | 3% | 18% | -4% | 1% | 6%[57.1 µM] | 9% | -3%[57.1 µM]

17	COc1ccc2oc(=O)c(C(=O)Nc3ccccc3C)cc2c1
18	CCc1ccc(OCC(=O)Nc2ccc(N3CCN(C(=O)c4ccccc4)CC3)cc2)cc1
19	O=C(Nc1ccc(Cc2ccncc2)cc1)c1ccc([N+](=O)[O-])o1
20	O=C(CSc1nnc(-c2ccncc2)n1Cc1ccccc1)NC1CCCc2ccccc21 (configuration not stated)
21	CCOc1ccccc1NC(=O)Cn1c(=O)n(-c2ccc(Cl)cc2)c(=O)c2oc3ccccc3c21
22	COc1ccc(-c2[nH]ncc2/C=C(/C#N)C(=O)NC2CCCCC2)cc1
23	CC1(C(=O)O)CCC(C(=O)Nc2ccc(OC(F)(F)Cl)cc2)C1(C)C (configuration not stated)
24	Cc1sc2ncnc(SCC(=O)N3CCOCC3)c2c1C
screen / no. | 17 | 18 | 19 | 20 | 21 | 22 | 23 | 24
PI4K2A inh | -5 | 6 | -5 | 1 | -4 | -3 | -3 | 3
D2 ag | . | 0.2 | 0.0 | -1.2 | . | 0.6 | 0.9 | 0.1
D2 antag | . | 9 | -7 | -3 | . | 11 | 43* | 7
USP1 inh | -19% | -8% | -1% | -8% | -13% | -18% | -2% | -11%
TRHR PAM | 0 | 1 | -1 | 1 | 4 | -4 | 5 | -3
mIDH1 inhibitor | 8% | 3% | -5% | 1% | 6% | 10% | -12% | 2%
TRHR agonist | 0.2 | 0.6 | 0.1 | -0.9 | 0.4 | 0.5 | 0.4 | -0.2
TrxR1 inh | -12% | -5% | -17% | -10% | 11% | 11% | 6% | 12%
TrxR1 substrate | -8% | -7% | -4% | -7% | -5% | 18% | -4% | 2%

25	CN(C)/C=N/NC(=O)c1ccc(Cl)cc1
26	CCOC(=O)c1ccc(N2C(=O)c3n[nH]c(-c4ccco4)c3C2c2ccc(O)c(OC)c2)cc1 (configuration not stated)
27	O=S1(=O)NC(=NC2CCCCCC2)c2ccccc21
28	CC1(C)CC(=O)C2=C(C1)NC1=C(C(=O)c3ccccc31)C2c1ccccc1 (configuration not stated)
29	CCN(CC)S(=O)(=O)c1cc(C(=O)Oc2cccc(-c3cnc4ccccc4n3)c2)ccc1OC
30	CSc1ccc(-c2nc(CSCC(=O)N3CCOCC3)c(C)o2)cc1
31	CCc1ccccc1NC(=O)CSc1ncn[nH]1
32	COC(=O)Nc1ccc([N+](=O)[O-])cc1OC
screen / no. | 25 | 26 | 27 | 28 | 29 | 30 | 31 | 32
PI4K2A inh | 0 | 4 | 6 | -1 | 3 | -1 | -1 | -5
D2 ag | . | 0.6 | 0.1 | -1.1 | 0.6 | . | -0.3 | 1.1
D2 antag | . | . | 3 | 2 | -5 | . | -10 | -13
USP1 inh | -14% | -10% | -3% | -24% | -21% | -13% | 6% | -20%
TRHR PAM | 13 | 4 | 3 | 0 | -3 | -4 | 2 | 2
mIDH1 inhibitor | -2% | ? | 6% | -1% | -1% | 7% | 2% | 6%
TRHR agonist | 1.2 | -1.0 | -1.3 | 1.9 | 6.7 | -0.5 | 0.2 | 0.7
TrxR1 inh | 14%[57.1 µM] | ? | 10% | 40µM* | 12%[57.1 µM] | -9% | 25% | -13%
TrxR1 substrate | 4%[57.1 µM] | -2% | -10% | -12% | 8%[57.1 µM] | 24% | 10% | -15%

Two of these compounds, set out differently.
26. CCOC(=O)c1ccc(N2C(=O)c3n[nH]c(-c4ccco4)c3C2c2ccc(O)c(OC)c2)cc1 (configuration not stated)
  PI4K2A inh: 4
  D2 ag: 0.6
  D2 antag: .
  USP1 inh: -10%
  TRHR PAM: 4
  mIDH1 inhibitor: ?
  TRHR agonist: -1.0
  TrxR1 inh: ?
  TrxR1 substrate: -2%
27. O=S1(=O)NC(=NC2CCCCCC2)c2ccccc21
  PI4K2A inh: 6
  D2 ag: 0.1
  D2 antag: 3
  USP1 inh: -3%
  TRHR PAM: 3
  mIDH1 inhibitor: 6%
  TRHR agonist: -1.3
  TrxR1 inh: 10%
  TrxR1 substrate: -10%

Back to the main list, starting 4 compounds before the break.
29	CCN(CC)S(=O)(=O)c1cc(C(=O)Oc2cccc(-c3cnc4ccccc4n3)c2)ccc1OC
30	CSc1ccc(-c2nc(CSCC(=O)N3CCOCC3)c(C)o2)cc1
31	CCc1ccccc1NC(=O)CSc1ncn[nH]1
32	COC(=O)Nc1ccc([N+](=O)[O-])cc1OC
33	CCOc1cc(/C=C2\C(=N)N3N=C(C)SC3=NC2=O)ccc1OCCOc1cccc(OC)c1
34	CCCCCn1c2nc3ccccc3nc2c2c(=O)n(CC3CCCO3)c(C)nc21 (configuration not stated)
35	CCc1ccc(NC(=O)c2noc(C(C)C)c2[N+](=O)[O-])cc1
36	CCC(C)NC(=O)c1cc2c(Cl)nc3ccc(C)cc3c2s1 (configuration not stated)
37	CCOC(=O)Cn1cc(C(=O)C2CC2)c2ccccc21
38	C[C@H](NC(=O)c1nc[nH]c1C(=O)NC1CCNCC1)C(=O)OC(C)(C)C
39	CC(C)SCC(=O)Nc1ncc2c(n1)-c1ccccc1CC2
40	CC1(C)Cc2c(sc3nc4n(c(=N)c23)CCC4)CO1
41	O=C(c1n[nH]c(=O)c2ccccc12)N1CCN(S(=O)(=O)c2ccccc2Cl)CC1
42	O=C(Cn1ncc2ccsc2c1=O)N1CCN(c2ccccc2F)CC1
43	CC1(c2ccccc2)NC(=O)N(CC(=O)Nc2ccc(N3CCOCC3)cc2N2CCOCC2)C1=O (configuration not stated)
screen / no. | 29 | 30 | 31 | 32 | 33 | 34 | 35 | 36 | 37 | 38 | 39 | 40 | 41 | 42 | 43
PI4K2A inh | 3 | -1 | -1 | -5 | 3 | . | -3 | -3 | -2 | -1 | ? | 5 | -3 | 2 | 1
D2 ag | 0.6 | . | -0.3 | 1.1 | -1.4 | 1.0 | -0.6 | -0.9 | 0.0 | -0.3 | . | 1.7 | -0.2 | 1.1 | 0.1
D2 antag | -5 | . | -10 | -13 | 6 | -12 | 14 | . | -8 | 2 | . | -18 | -12 | . | 1
USP1 inh | -21% | -13% | 6% | -20% | -20% | . | -24% | 0% | -17% | -27% | -19% | -9% | -5% | -12% | -18%
TRHR PAM | -3 | -4 | 2 | 2 | -5 | 4 | -6 | 7 | 4 | 2 | 8 | 7 | 12 | 0 | 11
mIDH1 inhibitor | -1% | 7% | 2% | 6% | -2% | . | 0% | 6% | 4% | -4% | 20% | 10% | 2% | -12% | 3%
TRHR agonist | 6.7 | -0.5 | 0.2 | 0.7 | -0.1 | 0.3 | -1.4 | -0.3 | -0.1 | -0.1 | 0.4 | 0.0 | 0.0 | 0.1 | -0.1
TrxR1 inh | 12%[57.1 µM] | -9% | 25% | -13% | 19% | . | -12% | 12% | 14% | -16% | 21%[57.1 µM] | -8% | 28% | 11% | 31%
TrxR1 substrate | 8%[57.1 µM] | 24% | 10% | -15% | 8% | . | -9% | 6% | 4% | -8% | 37% | -2% | -1% | -1% | 14%

High-throughput results: PubChem BioAssay, National Center for Advancing Translational Sciences (NCATS)
